Bioassay records: PubChem BioAssay, National Center for Advancing Translational Sciences (NCATS)
NPC1 prom act – qHTS Assay for NPC1 Promoter Activators. Potency, µM (top dose mostly 9.22 µM), for the others: at the top dose activation, actives largely listed as activators. Huh7 NPC1 promoter luciferase reporter, 24 h. AID 485313, 2010. 2.4% of 320,000 active;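 also: potency is read from the fitted curve at half-maximal effect; % of control where 0% means no effect; nearly all actives have a fitted effect of over 60% in size; reporter is driven by a mutant NPC1 promoter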
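Quantitative HTS used a cell-based reporter: Huh7 cells stably bearing the NPC1 promoter upstream of luciferase were treated with compounds for 24 h, and promoter activation was read as luminescence.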
PKM2 act – qHTS Assay for Activators of Human Muscle isoform 2 Pyruvate Kinase. purified PKM2, Kinase-Glo ATP luminescence, activation; response scale: 0% is enzyme alone, no compound. 0.34% of 260,000 active. AID 1631, 2009. Potency, µM (doses to about 57.5 µM), for the others: at the top dose activation, actives largely listed as activators; also: potency is read from the fitted curve at half-maximal effect; % is scaled to controls: 0 for no effect and ±100 for the full control effect; nearly all actives have a fitted effect of over 55% in size
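Kinase-Glo luminescence reports ATP generated from ADP (0.1 mM) and PEP (0.5 mM) by purified hPK-M2 after 1 h at room temperature, pH 7.2 imidazole buffer; intermediate enzyme activity allows detecting inhibitors and activators.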
ELG1 genotox – qHTS screen for small molecules that induce genotoxicity in human embryonic kidney (HEK293T) cells expressing luciferase-tagged ELG1 | HEK293T ELG1-luciferase reporter, luminescence, 16 h | Potency, µM (series often up to 46 µM), inactives show top-dose activity change, positive = activation, hits mostly activators | 1.3% of 330,000 active | AID 504466, 2011; also: potency is read from the fitted curve at half-maximal effect; % of control where 0% means no effect; nearly all actives have a fitted effect of over 60% in size
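Quantitative HTS format in 1536-well plates. HEK293T ELG1-luciferase reporter cells receive test compound and are incubated 16 hr at 37 °C, 5% CO2; ONE-Glo added, 30 min room temperature, then luminescence read.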
p53 reactivator – qHTS assay for re-activators of p53 using a Luc reporter; H1299 p53-A138V BP100-luciferase reporter, luminescence, 24 h; Potency, µM (titrated, usually from 92.2 µM), inactives show at the highest dose activity change, positive = activation, usual class: activators; 0.063% of 320,000 active; AID 504706, 2011; also: potency is read from the fitted curve at half-maximal effect; % of control where 0% means no effect; nearly all actives have a fitted effect of over 45% in size
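H1299 (p53-null), stable ts p53-A138V + BP100-Luc; 1000 cells/well, Opti-MEM/10% FBS; cpd 4 pt, 1:5; 24 h, 37 deg C, 5% CO2; detection reagent 10 min RT; luminescence.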
Rab9 promoter act – qHTS Assay for Rab9 Promoter Activators; Huh7 Rab9 promoter-luciferase reporter, luminescence, 24 h; Potency, µM (doses to about 9.22 µM), for the others: top-dose activation, negative = inhibition, actives largely listed as activators; 2.8% of 320,000 active; AID 485297, 2010; also: potency is read from the fitted curve at half-maximal effect; % of control where 0% means no effect; nearly all actives have a fitted effect of over 60% in size
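Promoter activation is measured as luciferase luminescence in Huh7 cells stably transfected with a Rab9 promoter–luciferase construct, following 24 h compound exposure at 37 °C and 10 min reagent incubation at ambient temperature.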
FLuc counter – qHTS profiling assay for firefly luciferase inhibitor/activator using purifed enzyme and Km concentrations of substrates (counterscreen for miR-21 project). Luciferin 4-monooxygenase (Photinus pyralis), P08659. purified FLuc, Km substrates, luminescence inhibition. Potency, µM (highest dose often 57.5 µM), inactives show at the highest dose activity change, negative = inhibition, hits mostly inhibitors. 6.9% of 360,000 active. AID 588342, 2011;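 also: potency is read from the fitted curve at half-maximal effect; plate controls were vehicle for no effect and reference inhibitor for full effect; nearly all actives have a fitted effect of over 55% in size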
Target sequence (P08659 whole entry, looked up): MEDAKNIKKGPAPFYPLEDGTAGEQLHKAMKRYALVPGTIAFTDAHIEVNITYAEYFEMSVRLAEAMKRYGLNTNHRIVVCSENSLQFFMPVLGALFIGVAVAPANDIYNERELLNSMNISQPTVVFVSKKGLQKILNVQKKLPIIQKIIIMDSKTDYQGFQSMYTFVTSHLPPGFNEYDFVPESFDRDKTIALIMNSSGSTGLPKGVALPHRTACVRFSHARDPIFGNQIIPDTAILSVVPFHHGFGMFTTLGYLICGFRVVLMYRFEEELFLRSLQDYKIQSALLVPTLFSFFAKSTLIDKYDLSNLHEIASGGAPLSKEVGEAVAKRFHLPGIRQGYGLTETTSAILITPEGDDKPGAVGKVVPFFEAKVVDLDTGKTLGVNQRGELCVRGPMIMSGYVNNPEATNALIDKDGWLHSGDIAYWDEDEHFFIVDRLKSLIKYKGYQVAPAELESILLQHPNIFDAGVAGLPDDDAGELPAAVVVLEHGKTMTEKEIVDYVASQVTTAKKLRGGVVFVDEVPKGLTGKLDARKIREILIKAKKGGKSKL
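Biochemical qHTS of compounds, final roughly 60 µM downward over six points, against 10 nM purified firefly luciferase using Km concentrations of substrates (10 uM D-luciferin, 10 uM ATP) in Tris acetate pH 7.5 buffer; luminescence output.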
VP16 counter – VP16 counterscreen qHTS for inhibitors of ROR gamma transcriptional activity | Potency, µM (series often up to 53.6 µM), for the others: at the top dose activity, negative = inhibition, hits mostly inhibitors | 3.5% of 310,000 active | AID 2546, 2010 | Drosophila S2 Gal4-VP16 UAS-luciferase, luminescence, 20 h;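 also: Gal4-VP16 expression switched on by copper sulfate through the metallothionein promoter; potency is read from the fitted curve at half-maximal effect; % is scaled to controls: 0 for no effect and ±100 for the full control effect; nearly all actives have a fitted effect of over 50% in size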
Giardia killer – Small Molecules that selectively kill Giardia lamblia: qHTS; activity change, % at 7.66 µM, hits read low; Giardia lamblia trophozoite viability; 0.15% of 340,000 active; AID 540267, 2011; in the data active = activity change below about -80%; inconclusive = between about -30% and that limit;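 also: parasites exposed to compound for two days anaerobically before the ATP read; % is scaled to controls: 0 for no effect and ±100 for the full control effect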
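Each well holds 100 Giardia trophozoites and compound. After two days (48 hrs) at 37 deg C in anaerobic conditions, ATP is quantified by luminescence.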
Menin-MLL TR inh – qHTS Assay for Inhibitors Targeting the Menin-MLL Interaction in MLL Related Leukemias: Competition With Texas Red Labeled MLL-derived Mutant Peptide; Menin + Texas Red MLL mutant peptide, fluorescence polarization; Potency, µM (doses to about 61.6 µM), without a hit: at the highest dose FP activity change, negative = inhibition, usual class: inhibitors; 0.23% of 270,000 active; active = well fitted inhibition curve with a large enough effect in the polarisation, with a control signal flat, not every such curve was filed as active; inconclusive = small, poorly fitted or top-dose-only effect, or effect the other way, or a change in a side signal; inactive = no such curve, though single readings can be large or run the other way; the % refers to the polarisation; also: potency is read from the fitted curve at half-maximal effect; % of control where 0% means no effect; many of its hits are not listed in these tables
BRCA1 expr up – qHTS Assay to Identify Small Molecule Activators of BRCA1 Expression | MCF7-BRCA1-FFLuc reporter, luminescence, 48 h; response scale: scaled: vehicle 0%, 10 µM genistein 100% | Potency, µM (doses to about 46.1 µM), without a hit: top-dose activation, actives largely listed as activators | 1.1% of 380,000 active | AID 624202, 2012; also: potency is read from the fitted curve at half-maximal effect; nearly all actives have a fitted effect of over 80% in size; some results filed as inactive show a strong effect at the top dose
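Luminescence from a BRCA1-driven firefly luciferase in MCF7 cells was the read-out, taken 15 min after substrate addition following 48 h compound exposure at 37 °C. Data were normalized to a 10 microM genistein control and DMSO vehicle.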
RORg inh – qHTS for inhibitors of ROR gamma transcriptional activity; Nuclear receptor ROR-gamma (Mus musculus), P51450; Drosophila S2 Gal4-RORgamma UAS-luciferase reporter, 20 h; Potency, µM (titrated, usually from 53.6 µM), without a hit: at the top dose activity change, negative = inhibition, most hits filed as inhibitors; 5.4% of 310,000 active; also: potency is read from the fitted curve at half-maximal effect; % is scaled to controls: 0 for no effect and ±100 for the full control effect; nearly all actives have a fitted effect of over 60% in size
Target sequence (P51450 whole entry, looked up, the tested form may be a part): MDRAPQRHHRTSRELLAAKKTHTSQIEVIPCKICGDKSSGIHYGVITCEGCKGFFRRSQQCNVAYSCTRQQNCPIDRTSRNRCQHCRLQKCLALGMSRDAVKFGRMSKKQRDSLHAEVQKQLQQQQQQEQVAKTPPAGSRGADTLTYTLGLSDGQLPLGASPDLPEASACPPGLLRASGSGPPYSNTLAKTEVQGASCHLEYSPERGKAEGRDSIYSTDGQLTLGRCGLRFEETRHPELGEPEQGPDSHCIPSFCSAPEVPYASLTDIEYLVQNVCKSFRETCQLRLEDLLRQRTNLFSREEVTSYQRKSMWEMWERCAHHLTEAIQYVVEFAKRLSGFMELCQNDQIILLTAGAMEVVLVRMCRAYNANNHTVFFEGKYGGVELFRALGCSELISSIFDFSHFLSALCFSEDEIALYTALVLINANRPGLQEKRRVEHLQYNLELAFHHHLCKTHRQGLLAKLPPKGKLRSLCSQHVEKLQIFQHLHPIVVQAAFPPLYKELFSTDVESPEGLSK
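Drosophila S2 cells stably expressing Gal4-DBD/mouse RORγ fusion under metallothionein promoter plus UAS-luciferase; compound 1 h, then 700 uM CuSO4 induction for 20 h at ambient temperature; inhibition read as reduced luminescence.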
The depositor's hits bear a star; ? = inconclusive; nt = not tested or not shown; & = joins results of further samples; [ ] = dose if it differs, or a comment. Unless noted, calls follow the shape of the dose curve; as a rule, active = well fitted curve in the direction sought with a large enough effect; inconclusive = small, poorly fitted or top-dose-only effect, or another doubt; inactive = no such curve, though single readings can be large; an effect the other way counts as inactive or inconclusive.

SMILES	NPC1 prom act	PKM2 act	ELG1 genotox	p53 reactivator	Rab9 promoter act	FLuc counter	VP16 counter	Giardia killer	Menin-MLL TR inh	BRCA1 expr up	RORg inh
CN(C)S(=O)(=O)c1cccc(NC(=S)NNC(=O)c2cc3ccccc3cc2O)c1	-4.4%	nt	2.8%	?	-1.2%	-16.9%	nt	20.8	nt	11.3%	nt
COc1ccc(N2CCN(C(c3ccco3)c3sc4nc(C)nn4c3O)CC2)cc1 (centres undefined)	-1.7%	0.3%	9.1%	0.0%	-14.4%	3.1%	2.3%	-1.4	-4.2%	-3.5%	10.1%
CCN1CCN(c2ccc(NC(=O)COc3ccccc3Cl)cc2)CC1	-0.4%	-2.5%	-2.0%	7.5%	-3.7%	-4.2%	0.0%	17.1	-4.4%	-22.6%	-2.2%
CC/C(C)=N/Nc1nc2c(c(=O)[nH]c(=O)n2C)n1CCc1ccccc1	-0.3%	6.1%	1.7%	-4.1%	-6.5%	-12.4%	-7.7%	15.0	-12.5%	-17.3%	0.7%
CN(C)c1ccc(/C=N/Nc2ccc(-n3ccnc3)nn2)cc1	-2.2%	4.8%	-2.0%	3.2%	-1.0%	-14.3%	6.6%	1.1	nt	11.8%	7.4%
O=C(Nc1nonc1NC(=O)C1CCCCC1)C1CCCCC1	-1.9%	-2.2%	-9.9%	-6.0%	-9.0%	1.9%	-1.7%	-14.4	-12.0%	3.8%	29.8%
COc1ccccc1/C=C1\SC(=S)N(C(C(=O)O)c2ccccc2)C1=O (centres undefined)	1.3%	0.2%	0.3%	1.5%	0.7%	?	-6.2%	-24.8	nt	6.5%	-2.3%
Cc1ccc(NC(=O)CSc2nc3c([nH]c4ccccc43)c(=O)n2C)cc1	-6.8%	-8.2%	13.8%	0.0%	-19.2%	2.1%	4.5%	-2.6	13.5%	-52.9%	-12.8%
CCN(CC)C(=O)CSc1ccc(C(F)(F)F)cc1[N+](=O)[O-]	0.2%	-3.2%	-1.8%	9.7%	-4.4%	4.4%	-6.3%	?	-0.6%	-33.7%	-1.0%
CCc1ccc(OCC(=O)NCC(c2ccc(Cl)cc2)N2CCCCC2)cc1 (centres undefined)	1.7%	2.7%	5.1%	2.8%	-4.3%	1.2%	-13.5%	-18.3	0.5%	-25.8%	0.0%
CC(C)c1ccc(N(CC(=O)NCc2ccc(F)cc2)C(=O)c2snc(C(N)=O)c2N)cc1	-1.1%	nt	-3.9%	1.8%	-3.4%	0.6%	-3.9%	-15.6	36.6%[activator]	-3.0%	18.5%
COc1ccccc1CNS(=O)(=O)c1cc(CN2C(=O)c3cccnc3C2=O)ccc1OC	-6.2%	nt	5.6%	0.2%	-3.7%	-0.1%	7.4%	33.4[activator]	2.6%	1.2%	-3.4%
CCCCn1nnnc1SCC(=O)NCc1ccccc1	1.5%	-1.3%	1.5%	0.0%	-4.0%	-0.2%	-3.3%	-9.3	-1.1%	0.0%	-3.4%
O=C(CSCc1ccccc1Cl)NNC(=O)c1ccccc1	-1.3%	-0.9%	-1.4%	-3.7%	-7.6%	-1.1%	-10.7%	-7.1	-7.4%	2.5%	8.2%
COc1ccc(/C=C/C(=O)NCc2ccc(F)cc2)cc1S(=O)(=O)N1CCOCC1	1.0%	-15.9%	-0.5%	-2.7%	5.3%	-0.1%	-9.4%	-2.9	nt	-2.8%	-6.7%
COCCN1C(=O)N(C)[C@@H](c2ccccc2)C(C(C)=O)=C1C	-7.4%	4.1%[11.5 µM]	-7.9%	4.1%	-9.2%	-1.0%	-13.1%	-8.9	1.0%[11.7 µM]	2.2%	-7.3%
COCCN1C(=O)N[C@@H](c2ccc(Br)cc2)C(C(C)=O)=C1C	-5.2%	-1.0%	1.8%	-2.3%	-1.4%	1.6%	-4.9%&0.3%	nt	-5.9%&-1.4%	nt	?
COc1ccc(C(=O)NC2CCN(S(=O)(=O)c3ccc(C)cc3)CC2)cc1	-3.8%	-2.3%	5.6%	nt	-1.4%	-0.6%	2.3%	10.5	?	16.1%	9.8%
Cc1ccc(C(=O)Nc2cc(Cl)ccc2Oc2ccccc2)cc1[N+](=O)[O-]	-1.5%	1.1%	-0.5%	9.0%	9.5%	3.2%	-9.1%	21.7	-28.3%	-56.6%	20.8%
Cc1ccc(C(=O)NC(=S)N2CCN(C(=O)OC(C)(C)C)CC2)cc1Br	-0.8%	-3.3%	-8.2%	12.9%	-1.0%	-1.5%	1.12µM*	-2.4	-12.7%	-34.1%	0.631µM*
CN(C)c1ccc(C(CC(=O)O)NC(=O)c2ccc(Cl)cc2)cc1 (centres undefined)	5.3%	-3.6%	2.3%	-1.8%	-1.7%	4.3%	-10.4%	-18.2	12.8%	-23.1%	-16.2%
CCSc1nc2c(c(=O)[nH]c(=O)n2C)n1C	0.6%	-5.0%	7.7%	0.0%	3.0%	1.6%	-3.9%	-8.8	-3.5%	17.2%	-11.9%
COc1ccc(C)cc1N(CC(=O)O)S(=O)(=O)c1ccc(C)cc1	1.3%	8.0%	-0.3%	0.3%	-2.6%	3.7%	-1.2%	4.1	8.2%	-2.7%	5.4%
CC(C)n1c(SCC(=O)Nc2ccccc2N2CCOCC2)nc2c1c(=O)n(C)c(=O)n2C	-0.9%	-14.9%	-3.3%	-8.8%	0.1%	0.8%	-14.6%	2.6	5.6%	-42.8%	21.2%
CC(C)N(C(=O)CSc1nnc(CSc2ncccn2)n1C)C(C)C	-7.6%	1.4%	-1.6%	-2.0%	-3.3%	1.2%	-2.7%	29.6	3.9%	4.0%	-0.1%
O=C(Nc1ccccc1Cl)C(Cl)C(=O)c1ccccc1 (centres undefined)	19.7%	3.8%	7.2%	-2.4%	4.6%	?	-7.6%	-2.0	-3.1%	18.0%	-12.1%
Cc1ccccc1CSc1nnc(C)c(=O)n1N	-0.7%	-3.3%	1.5%	-1.0%	-4.0%	-3.9%	-15.0%	-1.0	-2.4%	-4.6%	25.1%
Cc1c(Cl)c([N+](=O)[O-])nn1CCCC(=O)Nc1sc2c(c1C#N)CCC2	-3.6%	2.4%	-3.0%	-0.3%	3.5%	-0.7%	-4.1%	5.6	4.8%	-41.9%	15.8%
COc1ccccc1C(=O)Nc1ccnn1C1CCN(CCCc2ccccc2)CC1	-10.8%	2.9%	-3.0%	-7.4%	-2.7%	1.9%	-7.2%	-2.1	-18.9%	-2.3%	0.0%
COc1ccc(-c2cc(C(F)(F)F)nc(S(C)(=O)=O)n2)cc1OC	-2.6%	1.7%	-14.1%	-11.5%	-17.2%	-2.4%	5.62µM*	-15.0	5.6%	-75.2%	1.78µM*
Cc1ccc(C(=O)N2C(=O)c3cccc(N)c3C2=O)o1	0.5%	1.6%	-3.3%	19.5%	-6.0%	-7.5%	8.9%	5.1	nt	0.3%	3.0%
Cc1ccccc1OCc1nc2c3cnn(C)c3ncn2n1	3.98µM*	15.8%	5.8µM*	?	2.82µM*	?	?	-10.6	1.5%	20.3%[1.84 µM]	27.8%
C=C1CCC(N(O)c2cc(C)on2)C(=C)CCC2C1CC2(C)C (centres undefined)	-0.7%	nt	-3.4%	-8.1%	-1.4%	-0.2%	nt	-18.9	nt	-22.1%	nt
O=C(CSc1nc(-c2ccco2)cc(C(F)(F)F)n1)N1CCSCC1	0.4%	0.6%	-1.9%	-5.4%	1.1%	-1.4%	1.4%	-3.8	21.9%	-10.9%	38.9%
Cc1ccc(CC(=O)Nc2cccc(C#N)c2)cc1	-4.3%	-3.0%	-6.3%	17.5%	-3.7%	-0.1%	-5.8%[10 µM]	-6.7	3.8%	9.7%	13.8%
COc1ccc(-c2cn(Cc3ccc4ccccc4c3)nn2)cc1	22.9%	1.8%	7.8%	nt	11.7%	-4.3%	-0.6%	0.3	?	9.2%	-18.2%
Clc1cccc(N2CCN(Cc3nc(-c4ccccc4)no3)CC2)c1	-2.2%	3.0%	1.2%	-0.8%	-1.4%	-0.3%	-2.9%	7.3	8.1%	0.6%	31.2%
C/C(=N/OCO/N=C(/C)c1ccc(F)cc1)c1ccc(F)cc1	0.3%	-2.2%	5.0%	23.1%	9.7%	2.9%	-17.0%	-4.3	-10.6%	-20.8%	11.6%
CCCOC(=O)Nc1ccc(N2CCCCC2)cc1	nt	-6.4%	nt	nt	nt	3.01µM*	?	-14.4	-12.3%	?	11.2µM*

Some of the compounds tested; the hit share may differ from the screen's.
